High-throughput results from PubChem BioAssay.
PMI activator: activators of human PMI, primary screen, biochemical, fluorescence intensity, near-Km mannose 6-phosphate. Mannose-6-phosphate isomerase (Homo sapiens), P34949. purified human PMI, coupled resazurin fluorescence, 20 min; active compounds read high; 1 = vehicle control, 0 substrate-free wells. activation factor at 20 µM. 190,000 tested, 0.005% active. AID 1214, 2008;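 active means activation factor of 2 or more at 20 µM, relative to plate controls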
Target sequence (P34949 whole entry, looked up): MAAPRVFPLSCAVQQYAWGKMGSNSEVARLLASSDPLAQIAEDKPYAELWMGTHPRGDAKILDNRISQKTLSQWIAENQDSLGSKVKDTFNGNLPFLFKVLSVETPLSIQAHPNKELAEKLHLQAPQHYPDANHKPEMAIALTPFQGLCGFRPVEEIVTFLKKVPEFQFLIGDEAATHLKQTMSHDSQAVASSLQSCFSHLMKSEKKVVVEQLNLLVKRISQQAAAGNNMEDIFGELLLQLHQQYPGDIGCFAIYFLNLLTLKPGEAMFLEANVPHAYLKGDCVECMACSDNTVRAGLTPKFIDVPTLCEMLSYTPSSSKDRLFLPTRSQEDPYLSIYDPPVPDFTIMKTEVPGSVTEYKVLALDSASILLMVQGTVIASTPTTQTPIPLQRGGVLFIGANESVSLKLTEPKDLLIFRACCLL
TNAP act hi DEA: TNAP activators at high phosphate acceptor level, primary screen, biochemical, luminescence, uHTS; activation factor at 20 µM; AID 1136, 2008; 200,000 tested, under 10 active; purified TNAP, CDP-star luminescence, 1 M DEA, 30 min; active compounds read high; 0 = EDTA background, 1 = DMSO-only activity;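 active means activation factor at least 2 at 20 µM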
Target sequence (P05186 whole entry, looked up): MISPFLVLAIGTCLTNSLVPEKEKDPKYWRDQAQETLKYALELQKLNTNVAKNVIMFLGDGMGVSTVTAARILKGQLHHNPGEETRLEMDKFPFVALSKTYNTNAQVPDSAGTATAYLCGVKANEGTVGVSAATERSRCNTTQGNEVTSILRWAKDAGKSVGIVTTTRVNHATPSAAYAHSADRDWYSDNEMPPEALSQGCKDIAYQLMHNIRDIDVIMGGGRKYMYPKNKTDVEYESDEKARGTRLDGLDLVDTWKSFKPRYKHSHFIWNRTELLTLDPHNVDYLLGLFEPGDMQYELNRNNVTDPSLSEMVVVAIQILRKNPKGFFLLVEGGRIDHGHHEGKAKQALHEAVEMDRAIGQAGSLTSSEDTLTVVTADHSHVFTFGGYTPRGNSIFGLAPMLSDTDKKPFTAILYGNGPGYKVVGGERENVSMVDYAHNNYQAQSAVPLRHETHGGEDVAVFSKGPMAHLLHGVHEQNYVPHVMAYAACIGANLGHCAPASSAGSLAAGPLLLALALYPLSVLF
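Dosing: 20 µM single point. System: human TNAP. Amount: TNAP 1/800 final. Incubation: 30 min, room temperature. Read-out: TNAP activation factor scaled between EDTA and DMSO control wells. Signal: luminescence from CDP-star hydrolysis. Medium: 1 M DEA, pH 9.8, Mg2+, Zn2+. Control set: EDTA negative control, DMSO positive control.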
Diaph act CS: compounds boosting diaphorase resazurin reduction – biochemical, uHTS, resorufin fluorescence, counter-screen for diaphorase-coupled primary assays, primary screen; Diaphorase/resazurin coupled assay, 16 min; active compounds read high; 1 = vehicle wells, 0 = NADH-free wells; activation factor at 20 µM; 190,000 tested, 0.005% active; AID 1229, 2008;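 active means diaphorase activity raised at least twofold by the compound at 20 µM; inactive means activation factor below 2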
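Material: Purified diaphorase enzyme from Clostridium kluyveri | Buffer or medium: 50 mM HEPES pH 7.4 with 4.542 mM MgCl2, 0.005% Tween 20 | Times: 16 min enzyme reaction, ambient temperature | Signal: Red resorufin fluorescence at 544/590 nm excitation/emission | Measure: Increased resorufin signal from activators or reducing compounds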
TNAP inh hi DEA: human TNAP enzyme inhibitors, primary screen, biochemical, luminescent, high phosphate acceptor level, uHTS. Alkaline phosphatase, tissue-nonspecific isozyme (Homo sapiens), P05186. purified TNAP, CDP-star luminescence, 1 M DEA. inhibition, % at 20 µM. 200,000 tested, 0.03% active;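 active means over 50% inhibition of tissue-nonspecific alkaline phosphatase at 20 µM in the single-dose screen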;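 further: plate controls were DMSO wells for no effect and EDTA-quenched wells as full inhibition for full effect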
PMI act satM6P: human PMI activators, high substrate, primary screen, biochemical, fluorescence intensity, near-saturating mannose 6-phosphate | Mannose-6-phosphate isomerase (Homo sapiens), P34949 | coupled PMI enzyme assay, resazurin fluorescence, 20 min; active compounds read high; 1 = untreated enzyme, 0 = substrate-free blank | activation factor at 20 µM | 190,000 tested, 0.34% active;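 active means activation factor of 2 or more at 20 µM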
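Material: human phosphomannose isomerase with PGI, G6PDH, diaphorase coupling enzymes; amount: PMI at 15 ng/mL final; also added: Mannose-6-phosphate 1.0 mM (near-saturating) plus 0.22 mM NADP+; incubation: enzyme reaction with compound 20 min at room temperature; signal: resorufin fluorescence (Ex 544/Em 590 nm) from resazurin via diaphorase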
TNAP inh no acc: human TNAP enzyme inhibitors, primary screen, biochemical, luminescent, no phosphate acceptor, uHTS; Alkaline phosphatase, tissue-nonspecific isozyme (Homo sapiens), P05186; purified TNAP, CDP-star luminescence, 30 min; inhibition, % at 20 µM; 200,000 tested, 0.26% active; AID 1012, 2008;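 active means tissue-nonspecific alkaline phosphatase inhibition above about 50% at 20 µM in the single-dose screen, limit read from the data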;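 further: 0% = DMSO negative control and 100% = EDTA positive control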
bIAP inhibitor: bovine intestinal alkaline phosphatase inhibitors, primary screen, selectivity assay for TNAP inhibitor project, biochemical, bovine IAP, CDP-star luminescence | alkaline phosphatase, intestinal [Bos taurus] | purified bovine IAP, 30 min | inhibition, % at 20 µM | 190,000 tested, under 10 active | AID 1019, 2008;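 active means over 50% inhibition of intestinal alkaline phosphatase at 20 µM in the single-dose screen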
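System: Purified bovine intestinal alkaline phosphatase (IAP) enzyme | Input: IAP diluted 1/65,000,000 in the well | Also added: CDP-star chemiluminescent phosphatase substrate, 30 µM final | Dosing: 20 µM single dose | Times: Enzyme reaction for 30 min at room temperature | Detection: Luminescence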
bIAP activator: bovine intestinal alkaline phosphatase activators, primary screen, biochemical, bovine IAP, CDP-star luminescence; alkaline phosphatase, intestinal [Bos taurus]; purified bovine IAP, 30 min; active compounds read high; fold of DMSO-control signal, blank-subtracted; activation factor at 20 µM; 200,000 tested, 0.17% active;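 active means activation factor of 2 or more at 20 µM, a signal rise over negative controls twice the positive control's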
L major viab: Leishmania major promastigote growth inhibition, primary screen; Leishmania major promastigotes, resazurin fluorescence viability; inhibition, % at 10 µM; 200,000 tested, 9% active; AID 1063, 2008; in the data active means inhibition above about 50%;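 further: promastigotes grown with compound for 44 hours at 28 °C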
Diaph inh CS: diaphorase inhibitors and chemical oxidizers, primary screen, counter-screen for diaphorase-coupled primary assays, biochemical, uHTS, resorufin fluorescence | 190,000 tested, 0.69% active | AID 1217, 2008 | diaphorase resazurin-to-resorufin fluorescence, NADH, 16 min; bacterial (C. kluyveri) enzyme, not human | inhibition, % at 20 µM;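 active means primary screen inhibition at 20 µM above a set limit, cut at about 50% in these data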;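 further: plate controls were DMSO with full reaction for no effect and wells lacking NADH for full effect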
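Benchmarks: positive control wells lacking NADH, neutral wells with DMSO only. System: bacterial diaphorase enzyme (C. kluyveri). Input: 0.14 U/mL diaphorase, enzyme working solution. Detection: resorufin fluorescence, excitation 544 nm, emission 590 nm. Times: 16-min room-temperature incubation before reading.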
The depositor's hits bear a star; / = not tested or not shown.

SMILES	PMI activator	TNAP act hi DEA	Diaph act CS	TNAP inh hi DEA	PMI act satM6P	TNAP inh no acc	bIAP inhibitor	bIAP activator	L major viab	Diaph inh CS
COc1ccccc1NC(=O)CSC1CC(=O)N(c2ccc3c(c2)OCO3)C1=O (stereo unspecified)	0.9	1	0.9	-3	0.9	-16	4	1	-5	13
O=C(Cn1nnc2c(cnn2-c2ccccc2)c1=O)NCc1cccs1	1.1	1	0.9	-4	1.1	-10	4	1	-6	6
CCOC(=O)CSc1nc2sc3c(c2c(=O)[nH]1)CCCC3	1	1.1	0.8	-7	1	-16	8	0.9	-7	24
CN(C)CCCNc1cn[nH]c(=O)c1Cl	1	1.1	0.9	-6	1	-10	6	0.9	-3	6
CCOC(=O)c1cccc(NC(=O)c2ccc(N(C)C)cc2)c1	1.1	1	1	0	1	-5	13	0.9	44	-4
Cn1cnnc1Sc1cc(N2CCN(S(=O)(=O)c3ccc4ccccc4c3)CC2)ccc1[N+](=O)[O-]	0.8	0.9	0.9	5	0.8	7	-1	1	13	14
Cc1ccccc1NC(=O)c1snc2c(=O)[nH]cnc12	1	1	1	1	1	-9	4	1	2	4
CC(=O)c1c(N2CCN(Cc3ccccc3)CC2)nc(=S)n(Cc2ccccc2)c1C	1.5	1	0.8	-4	1.9	-4	8	0.9	63*	23
COc1ccc(-n2ncc3c(N4CCN(c5cc(C)ccc5C)CC4)ncnc32)cc1	1.1	1	0.9	-4	1.1	-14	7	0.9	-4	6
CC(C)N(C(=O)CN(C#N)c1nc(N(C)C)nc(N(C)C)n1)c1ccccc1	1.1	1.1	1	-6	1.1	-9	-2	1	15	2
O=C1N/C(=C/c2cccs2)C(=O)N1Cc1ccccc1F	1	1.1	1	-6	1.1	-10	-14	1.1	-9	-2
CC(C)CCSc1nc(N)c(C#N)cc1C#N	0.8	1	0.9	2	0.9	-7	17	0.8	76*	14
CCCc1cc(=O)[nH]c(SCC(=O)Nc2nc(-c3ccccc3)cs2)n1	1.1	1.1	1	-6	1.1	1	-36	1.4	-19	0
O=C1Nc2ccc([N+](=O)[O-])cc2C1(O)N1CCCCC1 (stereo unspecified)	1.1	1	1	0	0.8	-9	9	0.9	-3	4
COC(=O)C(CC(C)C)NC(=O)c1ccc(F)cc1 (stereo unspecified)	1	1.1	0.9	-8	1	-16	7	0.9	0	8
Cc1ccc(S(=O)(=O)c2nc(NCCCn3ccnc3)sc2Cl)cc1	1	1.1	0.9	-6	0.9	-6	-27	1.3	27	11
Cc1nnc(-c2ccccc2)[nH]c1=O	1.1	1	1.1	-1	1.1	-4	-10	1.1	-2	-6
CN1C(=O)c2cccc(NCCCCCCN3C(=O)c4ccccc4C3=O)c2C1=O	1.1	1.1	0.9	-8	1	-8	10	0.9	-5	13
NC1=NC(=O)C(Cc2ccccc2)S1 (stereo unspecified)	/	1.1	/	-6	/	-8	10	0.9	-11	/
O=C(O)C1CSC(CCc2ccccc2)N1 (stereo unspecified)	0.9	1	0.9	-2	1	-6	14	0.9	-7	13

Of the compounds above, these have two or more sulfur atoms.
SMILES	PMI activator	TNAP act hi DEA	Diaph act CS	TNAP inh hi DEA	PMI act satM6P	TNAP inh no acc	bIAP inhibitor	bIAP activator	L major viab	Diaph inh CS
CCOC(=O)CSc1nc2sc3c(c2c(=O)[nH]1)CCCC3	1	1.1	0.8	-7	1	-16	8	0.9	-7	24
Cn1cnnc1Sc1cc(N2CCN(S(=O)(=O)c3ccc4ccccc4c3)CC2)ccc1[N+](=O)[O-]	0.8	0.9	0.9	5	0.8	7	-1	1	13	14
CCCc1cc(=O)[nH]c(SCC(=O)Nc2nc(-c3ccccc3)cs2)n1	1.1	1.1	1	-6	1.1	1	-36	1.4	-19	0
Cc1ccc(S(=O)(=O)c2nc(NCCCn3ccnc3)sc2Cl)cc1	1	1.1	0.9	-6	0.9	-6	-27	1.3	27	11

(next part)
SMILES	PMI activator	TNAP act hi DEA	Diaph act CS	TNAP inh hi DEA	PMI act satM6P	TNAP inh no acc	bIAP inhibitor	bIAP activator	L major viab	Diaph inh CS
O=C(NOC(=O)c1ccccc1F)c1ccc(OC(F)F)cc1	1.1	1	0.9	-5	0.9	-5	0	1	8	8
O=C(NC1CC1)C1=C[C@@H](c2csc3ccccc23)C[C@@H](OCc2ccc(CO)cc2)O1	0.9	1	0.7	-2	0.9	-1	-8	1.1	7	32
S=C(c1ccc(N2CCCC2)cc1)N1CCCCC1	0.9	1	0.8	1	0.9	-5	30	0.7	88*	16
Cc1ccccc1C(C(=O)NCc1ccco1)N(CC1CCCO1)C(=O)Cn1nnc2ccccc21 (stereo unspecified)	1.1	1.1	1.3	-12	1.1	-5	-16	1.2	9	-25
O=C(CN1CCOCC1)Nc1ccc(S(=O)(=O)NC2CCCCC2)cc1	0.9	1.1	0.9	-7	0.9	-14	6	0.9	-1	12
CCC/S(C)=N/S(=O)(=O)c1ccc(C)cc1 (stereo unspecified)	1	1	0.8	-1	0.9	1	0	1	-10	17
COc1ccc(CNC(=O)c2ccc(-c3ccccc3)cc2)cc1OC	1	1.1	0.9	-7	1	-12	8	0.9	-4	12
CC(C)Oc1ccc(C(=O)NNC(=O)c2ccccc2C(=O)O)cc1	1	1	1	0	1	1	23	0.8	-4	3
CC(C)Nc1ncnc2c1cnn2-c1ccccc1	1.2	1	0.9	-2	1.1	-8	14	0.9	1	10
O=C(N/N=C/c1ccc(N2CCOCC2)cc1)C1COc2ccccc2O1 (stereo unspecified)	1.1	1.1	1	-6	1.1	-6	4	1	6	-2
Cn1cc([N+](=O)[O-])c(C(=O)Nc2ccc(C3CCCCC3)cc2)n1	0.9	1	1	-4	1	-5	-1	1	-1	3
Nc1cnn(Cc2ccc(F)cc2)c1	1	1	0.8	-2	0.9	-3	5	1	15	20
O=c1[nH]c(Cc2ccccn2)nc2scc(-c3ccccc3Cl)c12	1.8	1.1	1	-7	2.1*	-19	-31	1.3	9	1
CC(=O)Nc1ccc(Oc2ccc([N+](=O)[O-])cc2Cl)cc1	1	1	1	2	1	0	6	0.9	-2	2
COCCNC(=O)C(c1ccc(C)o1)N(Cc1ccc(OC)cc1)C(=O)Cn1nnc2ccccc21 (stereo unspecified)	1	1	0.8	-1	1	-10	-2	1	6	17
Cc1ccc(Nc2nc(NCC3CCCO3)nc(N)c2[N+](=O)[O-])cc1 (stereo unspecified)	0.9	1	0.9	3	0.9	-2	10	0.9	1	9
CCn1cc(C(=O)N2CCc3ccccc32)c(=O)c2cc(S(=O)(=O)N3CC(C)CC(C)C3)ccc21 (stereo unspecified)	0.8	1	0.8	-3	0.8	-4	10	0.9	23	25
CCN(CC)C1=NS(=O)(=O)c2cc([N+](=O)[O-])ccc21	1.3	1	0.9	0	1.2	-10	-3	1	100*	5
OC(COCc1ccccc1)CN1CCc2ccccc2C1 (stereo unspecified)	1.1	1	1	1	1.1	-5	-5	1	15	2
COc1cc(C(=O)NCCCn2ccnc2)cc(OC)c1OC	0.9	1	1	-4	1	-6	2	1	11	-1
S=C(NCc1ccco1)Nc1ccc(Cl)cc1	0.8	1	0.9	-1	0.9	-2	12	0.9	11	11
Cc1ccc(Cn2ccc(NC(=O)c3cc(-c4ccc5c(c4)OCO5)on3)n2)cc1	0.9	1	1	-4	1	-18	15	0.8	19	-1
CN(c1ccccc1C(=O)Nc1ccc(S(=O)(=O)N2CCCCC2)cc1)S(C)(=O)=O	0.9	1	0.8	-5	0.9	-13	12	0.9	-3	17
N#C/C(=N\Nc1ccccc1)C(=N)N1CCOCC1	0.8	1	1	3	0.9	4	0	1	-7	5
O=S(=O)(c1cccc(-c2nnc(SC(F)F)n2-c2ccccc2)c1)N1CCCCC1	1.1	1.1	1.1	-6	1	-2	-9	1.1	7	-5
Cc1ccc(NC(=O)C2CCCN2S(=O)(=O)c2ccc(F)cc2)c(C)c1 (stereo unspecified)	1	1	1	0	1	-1	1	1	-3	5
NC(=O)C1CCN(C(=O)C2CCN(S(=O)(=O)c3ccccc3)CC2)CC1	1.1	1	0.9	-4	0.9	7	-1	1	-3	5
COC(=O)C(CC(C)C)NC(=O)CNC(=O)c1ccccc1C (stereo unspecified)	1	1	1	-2	1	-8	4	1	0	3
COc1ccc(NC(=O)CSc2c3c(nc4ccccc24)CCCC3)c(OC)c1	0.8	1	0.7	2	0.9	-15	-24	1.2	35	30
CCCNC(=S)Nc1ccc2nc(-c3ccccn3)c(-c3ccccn3)nc2c1	0.7	0.9	0.5	5	1.1	-1	-2	1	-2	52*
Cc1sc(NC(=O)c2ccccc2)c(C(c2ccc(Cl)cc2)N2CCN(CCO)CC2)c1C (stereo unspecified)	0.9	1	0.8	-2	0.9	-3	-10	1.1	95*	22
O=C(CN1CCN(Cc2ccccc2F)C1=O)NCCc1ccc(Cl)cc1	1	1.1	0.9	-7	1	21	0	1	-3	14
NC(=O)CSc1nnnn1-c1ccccc1Cl	1	1	0.9	-2	1	-24	-6	1.1	0	7
COc1ccccc1NCC(=O)n1nc(C)cc1C	0.9	1	0.9	-2	0.9	-8	0	1	-2	9
CC(C)C(OC(=O)c1ccco1)C(=O)NCc1ccco1 (stereo unspecified)	0.9	1	0.8	-4	0.9	-17	2	1	-4	15
FC(F)(F)c1cc(-c2ccccc2)nc(-n2cc(Cl)cn2)n1	0.8	1	0.9	1	0.8	0	6	0.9	19	12
Cn1cc(SCC(=O)O)c2ccccc21	1.1	1	0.9	-2	1	-16	6	0.9	-6	12
Cc1ccc2nc(Cl)c(C3CC(c4cccs4)=NN3C(=O)CCC(=O)O)cc2c1 (stereo unspecified)	0.9	1	0.8	-2	0.9	-11	6	0.9	-6	19
